# EBNA-1 inh: EBNA-1 DNA-binding inhibitors, primary screen, biochemical, fluorescence polarization | 0.34% of 300,000 active | inhibition, % at 14.8 µM | AID 1950, 2009; in the data active = inhibition above about 28%
# TPT1 inhibitor: Candida albicans TPT1 enzyme inhibitors, primary screen, biochemical, fluorescence polarization; 0.81% of 300,000 active; tRNA 2'-phosphotransferase TPT1 (Candida albicans SC5314); recombinant caTPT1, FP RNA substrate dephosphorylation; inhibition, % at 5 µM;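 active = inhibition above the mean of all tested compounds plus 3 SD, set per screening campaign, cut at about 24% in these data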;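 note: plate controls were DMSO alone for no effect and ferristatin control at 100 nM for full effect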
# Efflux pump mplx: inhibitors of Candida efflux pumps in yeast, primary screen, S. cerevisiae, Nile Red, multiplex. S. cerevisiae Candida pump triplex. inhibition, % at 10 µM. 0.44% of 330,000 active;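 active = plate passing quality check with inhibition over a set limit, or well fluorescence over plate mean plus 4 SD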;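 note: Nile Red retained in pooled yeast measured as flow cytometry median fluorescence; 0% = buffer negative control and 100% = Enniatin B positive control; higher means more Nile Red kept so more efflux inhibition; some compounds called inactive have numbers as strong as hits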
# ZTA counter: counter-screen for EBNA-1 inhibitors: inhibitors of Epstein-Barr virus ZTA; 0.15% of 320,000 active; P03206; AID 2234; ZTA-DNA binding, fluorescence polarization; inhibition, % at 11 µM; in the data active = inhibition above about 33%
# Target sequence (P03206 whole entry, looked up): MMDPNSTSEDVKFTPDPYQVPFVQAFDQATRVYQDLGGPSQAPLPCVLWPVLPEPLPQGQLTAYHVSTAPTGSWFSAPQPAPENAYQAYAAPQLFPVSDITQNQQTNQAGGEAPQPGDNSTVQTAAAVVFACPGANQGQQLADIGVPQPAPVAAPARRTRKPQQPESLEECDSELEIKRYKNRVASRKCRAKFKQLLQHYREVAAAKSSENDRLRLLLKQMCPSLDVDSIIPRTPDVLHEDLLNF
# CTSL1 counter: Fasciola hepatica cathepsin L1 inhibitors, primary screen, counter-screen for PFM18AAP inhibitor project, biochemical, QFRET, fluorogenic peptide substrate; recombinant F. hepatica cathepsin L1, Z-Leu-Arg-MCA fluorescence; inhibition, % at 5.96 µM; 0.49% of 300,000 active; AID 1906, 2009;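 active = inhibition above the mean of all tested compounds plus 3 SD, set per screening campaign, cut at about 17% in these data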;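 note: 0% = plate median of test compound wells and 100% = 1 µM Z-Phe-Ala-diazomethylketone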
# PP5 primary: PP5 phosphatase inhibitors, primary screen, biochemical, fluorescence; AID 1987, 2009; 0.18% of 320,000 active; Serine/threonine-protein phosphatase 5 (Homo sapiens), P53041; purified PP5c, OMFP substrate fluorescence; inhibition, % at 6.7 µM;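 active = inhibition above the campaign's mean inhibition across all tested compounds plus 3 SD, cut at about 9.5% in these data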;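 note: 0% = DMSO only and 100% = 100 µM cantharidin control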
# Target sequence (P53041 whole entry, looked up): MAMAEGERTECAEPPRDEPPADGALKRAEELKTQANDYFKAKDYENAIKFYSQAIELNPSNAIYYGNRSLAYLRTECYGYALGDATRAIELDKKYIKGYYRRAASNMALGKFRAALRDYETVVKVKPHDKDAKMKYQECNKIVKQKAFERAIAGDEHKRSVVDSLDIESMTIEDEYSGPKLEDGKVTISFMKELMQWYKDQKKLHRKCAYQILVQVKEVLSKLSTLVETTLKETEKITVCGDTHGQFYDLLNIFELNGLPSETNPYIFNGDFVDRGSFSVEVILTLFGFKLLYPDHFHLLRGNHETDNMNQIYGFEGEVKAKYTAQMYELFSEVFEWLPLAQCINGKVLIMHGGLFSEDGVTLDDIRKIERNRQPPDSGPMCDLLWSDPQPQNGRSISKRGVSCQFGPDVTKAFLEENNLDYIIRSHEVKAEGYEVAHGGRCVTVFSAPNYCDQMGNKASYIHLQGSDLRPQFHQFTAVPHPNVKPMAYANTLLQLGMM
# core dimer inh: inhibitors of HCV core protein dimerization, primary screen, biochemical, TR-FRET, high-throughput. AID 1899, 2009. TR-FRET GST/Flag-core106 dimerization, 1536-well. 0.33% of 300,000 active. inhibition, % at 5 µM;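 active = inhibition above the mean of all tested compounds plus 3 SD, set per screening campaign, cut at about 45% in these data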
#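 Material: Tagged HCV core106 pair (GST and Flag) | Amount: GST-core106 13.5 nM, Flag-core106 17 nM | Medium: KF-containing HEPES buffer, pH 7.45, DTT, CHAPS, BSA | Reagent: Eu donor and XL665 acceptor anti-tag antibodies | Schedule: 4 h at 22.5 °C | Technique: Time-resolved FRET, ex 340 nm, em 617 and 671 nm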
# PP1 counter: PP1-alpha phosphatase inhibitors, primary screen, counter-screen for PP5 inhibitor project, biochemical, fluorescence, OMFP substrate, single point. purified PP1alpha. AID 2235, 2010. inhibition, % at 6.7 µM. 0.9% of 320,000 active;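 active = inhibition above the mean inhibition of all tested compounds plus 3 SD, computed separately for each screening campaign, cut at about 15% in these data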
# Target sequence (P62136 whole entry, looked up): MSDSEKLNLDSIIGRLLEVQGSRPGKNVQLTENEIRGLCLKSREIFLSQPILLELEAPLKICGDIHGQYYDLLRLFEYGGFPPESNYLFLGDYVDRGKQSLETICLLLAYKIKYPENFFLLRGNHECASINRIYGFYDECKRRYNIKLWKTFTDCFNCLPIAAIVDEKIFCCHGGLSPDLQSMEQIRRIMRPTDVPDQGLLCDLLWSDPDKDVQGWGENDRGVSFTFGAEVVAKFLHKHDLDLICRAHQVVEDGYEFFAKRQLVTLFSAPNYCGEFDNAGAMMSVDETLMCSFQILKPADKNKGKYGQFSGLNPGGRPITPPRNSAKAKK
# PREPL inh: PREPL enzyme inhibitors, primary screen, biochemical, fluorescence polarization; Prolyl endopeptidase-like (Homo sapiens), Q4J6C6; recombinant PREPL, fluorescence polarization activity-based probe; inhibition, % at 5.96 µM; 0.68% of 320,000 active; AID 2751, 2010; in the data active = inhibition above about 43%;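 note: 0% = enzyme with DMSO and 100% = wells lacking enzyme; many of its hits are not listed in these tables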
# * = called active by the depositor; / = not tested or not shown. These rows are one share of the data; the hit share may differ from the screen's.
SMILES,EBNA-1 inh,TPT1 inhibitor,Efflux pump mplx,ZTA counter,CTSL1 counter,PP5 primary,core dimer inh,PP1 counter,PREPL inh
O=C(Cc1ccc(Br)cc1)N/N=C/c1ccc(-c2cccc(C(=O)O)c2)o1,8,1,0.0,-2,3,2.9,1,4,-6
Cn1cc(S(=O)(=O)N2CCOCC2)cc1C(=O)NCc1ccccc1Cl,7,0,0.0,13,-1,-0.5,8,0,11
CC1=Nc2cc(Cl)ccc2Oc2ccccc21,4,-1,-0.1,-6,-1,1.9,0,1,11
Cc1ccc(NS(=O)(=O)c2cc(C(=O)Nc3cccc([N+](=O)[O-])c3)ccc2C)cc1,0,1,-0.2,8,-1,5.5,4,1,-66
CCOC(=O)c1cn(CC)c2cc(F)c(F)cc2c1=O,-8,-2,0.5,8,3,2.5,-5,-7,-12
O=C(O)COCC(=O)Nc1ccc(OCCc2ccccc2)cc1,-3,3,-0.2,-5,8,-0.8,-13,-1,-4
O=C1CC(C(=O)Nc2ccc(Br)cc2)C2(CCCC2)O1 (stereo not drawn),4,-1,-0.2,14,0,0.4,-2,2,-15
CCOC(=O)c1[nH]c2ccc(F)cc2c1NC(=O)Nc1ccccc1OC,19,-1,0.0,-5,-1,-2.9,27,-1,2
O=C(CCNS(=O)(=O)c1ccccc1C(F)(F)F)N1CCN(S(=O)(=O)c2cccc(Cl)c2)CC1,-12,-1,0.1,-5,6,0.9,-1,5,38
Cc1ccc(C2=CC(=O)CC(C)(C)C2)cc1,/,/,0.2,-3,/,1.2,/,-5,-12
CCN1CC(CN(C)Cc2cn(-c3cccc(C)c3)nc2-c2cccc(F)c2)CC1=O (stereo not drawn),-11,3,-0.1,-5,0,1.8,2,0,9
CCCn1c(=O)c(/C(N)=N/O)nn(-c2cccc(C(F)(F)F)c2)c1=O,-4,-4,-0.2,-2,11,-2.7,-5,1,12
COc1ccc(S(=O)(=O)N2CCOC2CNC(=O)C(=O)NCc2ccc(F)cc2)cc1 (stereo not drawn),2,0,5.7*,8,1,2.5,-1,-2,-4
CCOC(=O)N1CCN(S(=O)(=O)c2ccc(Cl)cc2)CC1,-6,1,0.0,-9,1,3.4,3,-2,-13
O=C(Oc1c(-c2ccco2)oc2ccccc2c1=O)c1cccnc1,5,2,0.0,0,-2,-0.3,-9,-1,5
CCc1nnc(NS(=O)(=O)c2ccc(NC(=O)c3cccc(Br)c3)cc2)s1,1,-3,-0.1,-13,-1,1.3,2,5,14
CCn1c(SCC(=O)N2CCCCC2)nc2c1c(=O)n(C)c(=O)n2C,-3,-3,0.0,-7,-1,0.9,-11,0,6
COC(=O)N1CC=CC1(C)C(=O)NCc1cc(F)cc(C(F)(F)F)c1 (stereo not drawn),8,4,-0.1,15,0,2.3,4,8,4
O=C(N/C=C/n1cnc2cc(C(F)(F)F)ccc21)c1ccccc1F,8,-1,0.0,13,2,-0.2,-7,-9,-2
CCc1onc(C)c1C(=O)Nc1ccc2c(c1)OCO2,0,-2,0.1,-10,19*,-1.4,-1,-5,7
Cn1cnnc1SCC(=O)NCCC(c1ccccc1)c1ccccc1,-3,3,0.1,9,0,2.0,4,5,19
O=P(Cc1ccccc1)(c1ccccc1)c1ccccc1,-3,0,0.5,0,-4,1.9,-2,-3,7
O=C(NCc1ccco1)C1CC(=O)N(c2ccc(O)cc2)C1 (stereo not drawn),1,-1,0.1,-2,-4,0.1,-2,-7,-4
COc1ccc(C)cc1NC(=O)C1COc2ccccc2O1 (stereo not drawn),9,-2,0.1,6,0,4.0,7,-1,-2
O=C1C=C(O)c2c(O)cc(O)c(O)c2C1=O,7,10,0.4,12,2,4.5,-56,57*,30
SMILES,EBNA-1 inh,TPT1 inhibitor,Efflux pump mplx,ZTA counter,CTSL1 counter,PP5 primary,core dimer inh,PP1 counter,PREPL inh
COc1ccc(/C=C/C(O)=C(\C#N)c2nnc(N3CCOCC3)n2-c2ccccc2)cc1OC,-8,2,0.2,-1,-4,-2.6,2,-1,1
CNC(=S)Nc1cccc(C(=O)OC)c1,4,-1,-0.1,13,2,-1.8,-1,-5,-7
CCCSc1nnc(-c2ccccc2NC(=O)CC)c(=O)[nH]1,-5,3,0.5,-2,0,3.6,-1,1,5
COc1ccc(C)cc1NC(=O)C1CCCN(S(=O)(=O)c2cnc[nH]2)C1 (stereo not drawn),8,-4,-0.1,-3,3,-1.6,-5,2,8
Cc1nc(C)c(-c2ccccc2)c(=O)[nH]1,-5,-7,0.1,0,-1,-1.4,1,-3,9
COc1ccc(/C=C/C(=O)Nc2ccccc2C(F)(F)F)cc1,32*,1,-0.1,8,2,-2.4,-5,-2,-2
O=C(COc1ccc(Cl)cc1)Nc1ccc2c(c1)nc1n2CCOC1,5,0,-0.1,4,-1,2.4,5,-4,18
CC1CCCN(C(C(=O)Nc2ccc3c(c2)OCO3)c2ccccc2)C1 (stereo not drawn),0,0,0.1,-1,1,0.7,13,1,1
O=C(/C=C/c1ccccc1[N+](=O)[O-])N1CCc2ccccc2C1,-6,0,0.0,8,1,3.1,7,1,7
COC(=O)c1ccccc1NC(=O)COC(=O)c1cccnc1,2,-3,0.0,-7,3,0.8,-5,-4,20
C/C(=N\Nc1ccc(Cl)c(C(=O)O)c1)c1ccc(N2CCOCC2)cc1,-16,1,0.3,-3,2,1.1,-8,0,9
Cc1cc2[nH]c(=O)c(=O)[nH]c2cc1S(=O)(=O)NCc1ccccc1,-2,-1,0.0,17,-4,-0.4,-1,-6,3
CCC(Sc1nc(=O)cc(N)n1CCc1ccccc1)C(=O)Nc1ccccc1C#N (stereo not drawn),-1,-2,-0.1,1,2,1.8,0,-2,-10
Nc1cc(S(=O)(=O)O)cc([N+](=O)[O-])c1O,-9,-4,0.0,-37,7,-1.2,-9,2,8
COc1ccc2c(c1OC)C(=O)N1c3ccccc3C(=O)N(c3ccccc3F)C21 (stereo not drawn),-11,2,0.2,0,-1,5.0,-2,2,-11
CCC(=O)N1CCc2cc(Br)cc(S(=O)(=O)NCCCN(C)Cc3ccccc3)c21,11,-1,0.2,1,1,0.2,7,-2,10
COc1ccc(N(CCOc2ccccc2)S(=O)(=O)c2ccccc2)cc1,/,/,0.0,0,/,1.6,/,-2,-20
CCNC(=O)Cc1ccc(NS(=O)(=O)c2ccc(F)cc2)cc1,-1,-2,-0.1,1,1,0.6,3,-5,4
CC(C)N(CCO)C(=O)CCc1nnc(CCCc2ccccc2)o1,3,1,0.0,-16,-5,1.5,3,-1,3
COc1ccc(/C=C(\C)c2nc(C)c(-c3ccccc3)c(=O)[nH]2)cc1,6,-2,0.1,4,-1,-1.6,1,-2,-8
COc1cc(NS(=O)(=O)c2ccc(NC(=S)NC(=O)c3ccco3)cc2)ncn1,-4,-3,0.0,-2,2,1.8,0,-2,14
COC(=O)c1nn(-c2ccccc2)c(=O)cc1O,5,-6,0.1,0,3,0.6,3,-4,-16
CC(C(=O)Nc1ccc(C(=O)O)cc1)N1C(=O)c2ccccc2C1=O (stereo not drawn),-3,-2,-0.1,8,0,3.0,-2,5,9
COc1ccc(/C=N/NC(=O)c2ccc3c(c2)OCO3)c(C(=O)O)c1OC,-9,1,0.4,-7,2,3.1,-9,-1,0
Cc1ccc(N/C(CSC(N)=O)=N/S(=O)(=O)c2ccccc2)cc1,-8,-1,-0.3,-2,10,-5.7,-5,0,-2
SMILES,EBNA-1 inh,TPT1 inhibitor,Efflux pump mplx,ZTA counter,CTSL1 counter,PP5 primary,core dimer inh,PP1 counter,PREPL inh
CC(=O)NC(CCS(C)(=O)=O)C(=O)Nc1nccs1 (stereo not drawn),5,-8,-0.1,-19,-3,1.7,-8,-2,-3
N#Cc1cccc(NC(=O)CN2CCN(Cc3ccccc3)CC2)c1,-2,-2,0.1,-10,2,-2.8,-4,0,2
O=C(NCc1ccccc1)NC1CCS(=O)(=O)C1 (stereo not drawn),4,-4,0.0,-15,-2,-0.4,-7,-3,2
C[C@@H]1O[C@@H](O[C@H]2[C@H](Oc3cc(O)c4c(c3)OC(c3ccc(O)cc3)CC4=O)O[C@H](CO)[C@@H](O)[C@@H]2O)[C@H](O)[C@H](O)[C@H]1O (stereo partly drawn),3,-2,0.0,14,-1,-0.9,-7,6,-1
COC(=O)[C@@]1(Cc2ccc(F)cc2)[C@H]2c3cc(C(=O)N(C)C)n(Cc4c(CO)[nH]cc(C)c4=O)c3C[C@H]2CN1C(=O)c1ccccc1,-10,0,0.2,-8,1,3.2,-10,-3,4
COc1ccccc1NS(=O)(=O)c1cc(NC(=O)c2ccccc2F)ccc1N1CCOCC1,4,0,-0.2,-8,4,-0.4,1,-4,2
CCCCN=C(Nc1ccc(Cl)cc1)c1cccnc1,-1,1,0.1,-3,-1,2.8,2,-3,-5
O=C(Cc1ccc(Cl)cc1)NNC1CC(=O)N(c2ccc3ccccc3c2)C1=O (stereo not drawn),-9,0,0.2,-3,-1,-0.9,-2,4,-9
CSc1ccccc1C(=O)C1CCCN(S(=O)(=O)c2c(C)noc2C)C1 (stereo not drawn),-3,0,-0.1,-7,-1,3.0,7,0,-3
O=c1ncn(-c2cccc(Cl)c2)c2ccccc12,1,-3,0.0,4,3,-0.6,0,-4,-1
CCOc1cc2c(C#N)c(N3CCCC3)nc(N)c2c(N)n1,9,5,0.2,-4,-2,1.0,1,1,12
O=C(Nc1ccc(N2CCN(C(=O)c3ccco3)CC2)cc1)c1ccccc1F,-9,3,0.1,-5,1,0.8,-7,0,15
Cc1sc(NC(=O)C2=COCCO2)c(C(N)=O)c1C,-2,0,0.0,9,5,0.9,4,-2,-4
COC(=O)c1ccccc1NC(=O)c1nc(S(=O)(=O)Cc2ccccc2)ncc1Cl,2,2,-0.1,1,1,1.6,1,-2,3
Cc1ccc(C)c(-c2csc(N/N=C/c3ccco3)n2)c1,-1,0,-0.1,7,1,-0.1,1,1,-3
O=C(O)CC/C(=N/NC(=O)c1ccc(-c2ccccc2)cc1)c1ccccc1,3,-2,-0.2,-10,2,2.5,-9,-2,6
Cc1ccc(C2CC(=O)Nc3cc4c(cc32)OCCO4)s1 (stereo not drawn),-8,2,0.0,-5,4,1.8,-11,-3,6
Cn1c(-c2ccccc2)n[nH]c1=S,-4,-3,0.0,14,-3,-0.4,1,-5,3
CCCCNC(=O)CSc1nnc(-c2ccco2)n1C,7,-2,-0.1,2,-2,-1.6,1,-3,0
COc1ccc(S(=O)(=O)N2CCN(C(=O)c3cc(-c4ccccc4OC)n[nH]3)CC2)cc1,2,-4,-0.2,-21,6,3.8,9,-2,5

# Filtered by structure: the compounds so far with a cyano group.
SMILES,EBNA-1 inh,TPT1 inhibitor,Efflux pump mplx,ZTA counter,CTSL1 counter,PP5 primary,core dimer inh,PP1 counter,PREPL inh
COc1ccc(/C=C/C(O)=C(\C#N)c2nnc(N3CCOCC3)n2-c2ccccc2)cc1OC,-8,2,0.2,-1,-4,-2.6,2,-1,1
CCC(Sc1nc(=O)cc(N)n1CCc1ccccc1)C(=O)Nc1ccccc1C#N (stereo not drawn),-1,-2,-0.1,1,2,1.8,0,-2,-10
N#Cc1cccc(NC(=O)CN2CCN(Cc3ccccc3)CC2)c1,-2,-2,0.1,-10,2,-2.8,-4,0,2
CCOc1cc2c(C#N)c(N3CCCC3)nc(N)c2c(N)n1,9,5,0.2,-4,-2,1.0,1,1,12

# Screening data deposited in PubChem BioAssay by several laboratories.
